# Screens: PubChem, The Scripps Research Institute Molecular Screening Center
# OXTR potentiate = human OXTR potentiators, primary screen, fluorescence, CHO-OTR cells, Fluo-8 calcium; Fluo-8 calcium fluorescence, potentiator mode; 0% = oxytocin EC15, 100% = EC100; activation, % at 3 µM; 320,000 compounds, 0.061% hits;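 active = activation above that plate's cutoff, the mean activation of tested compounds plus 3 SD, cut at about 6.6% in these data, passing the limit was not always enough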;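 note: 100% uses oxytocin at 75 nM as the full agonist control; some results filed as inactive read as strong as hits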
# Target sequence (P30559 whole entry, looked up): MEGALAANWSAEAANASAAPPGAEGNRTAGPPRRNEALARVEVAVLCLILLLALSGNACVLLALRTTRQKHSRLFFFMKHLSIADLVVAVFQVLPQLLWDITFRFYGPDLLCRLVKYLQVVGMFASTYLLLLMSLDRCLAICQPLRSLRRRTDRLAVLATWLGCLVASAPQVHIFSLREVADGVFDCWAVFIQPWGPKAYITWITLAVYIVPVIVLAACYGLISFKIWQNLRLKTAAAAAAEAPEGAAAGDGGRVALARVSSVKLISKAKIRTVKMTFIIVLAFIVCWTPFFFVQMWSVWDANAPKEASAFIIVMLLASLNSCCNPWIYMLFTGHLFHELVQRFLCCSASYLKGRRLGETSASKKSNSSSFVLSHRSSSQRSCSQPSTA
#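 System: human OTR in CHO cells; Also added: sub-maximal oxytocin, roughly EC15; Timing: compound 6 min at room temperature before oxytocin, 100 s read; Technique: Fluo-8 intracellular calcium fluorescence, ex 470-495, em 515-575 nm; Controls: oxytocin EC15 low and EC100 high; Replication: singlicate.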
# CHO-K1 Ca ag = counter-screen for M1 agonists: effect in parental CHO-K1 cells; 360,000 compounds, 0.48% hits; activation, % at 3 µM; Fluo-8 calcium fluorescence; scaled to maximal ATP response, vehicle zero; in the data active = activation above about 15%;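 note: untransfected CHO-K1 host cells lacking M1 receptor as counterscreen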
# CHO-K1 Ca antag = counter-screen for M1 antagonists: effect in parental CHO-K1 cells; ATP-induced calcium, Fluo-8 fluorescence; inhibition, % at 3 µM; 360,000 compounds, 0.6% hits;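 active = inhibition above a per-plate cutoff, the plate's mean sample inhibition plus 3 SD, cut at about 24% in these data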;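 note: 0% = DMSO plus EC80 ATP and 100% = DMSO alone without ATP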
# CHO parental Ca = ATP-evoked calcium signal inhibitors, parental CHO, primary screen, counter-screen for OX1R antagonist project, cell-based, fluorescence, Fluo-8 calcium dye; parental CHO-K1, ATP-induced calcium, Fluo-8 fluorescence; inhibition, % at 5.6 µM; 330,000 compounds, 0.63% hits;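 active = inhibition above that plate's mean sample inhibition plus 3 SD, cut at about 26% in these data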;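 note: 0% = ATP-challenged DMSO wells and 100% = DMSO wells without ATP; some compounds past the cut are filed as inactive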
#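 Assay system – parental CHO cells · Reagent – ATP stimulus · Detection – intracellular calcium via Fluo-8 no-wash fluorescent dye · Evaluation – percent inhibition of ATP-evoked calcium rise, normalized to controls · Controls – ATP wells versus no-ATP DMSO wells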
# GPR7 antagonist = GPR7 receptor antagonists, primary screen, cell-based, fluorescence, single concentration; AID 1861, 2009; GPR7-expressing cells, fluorescence antagonist assay; inhibition, % at 4.4 µM; 290,000 compounds, 1.1% hits; in the data active = inhibition above about 16%, passing the limit was not always enough;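 note: cells stimulated with the agonist NPW; 0% = agonist with vehicle and 100% = vehicle without agonist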
# Target sequence (P48145 whole entry, looked up): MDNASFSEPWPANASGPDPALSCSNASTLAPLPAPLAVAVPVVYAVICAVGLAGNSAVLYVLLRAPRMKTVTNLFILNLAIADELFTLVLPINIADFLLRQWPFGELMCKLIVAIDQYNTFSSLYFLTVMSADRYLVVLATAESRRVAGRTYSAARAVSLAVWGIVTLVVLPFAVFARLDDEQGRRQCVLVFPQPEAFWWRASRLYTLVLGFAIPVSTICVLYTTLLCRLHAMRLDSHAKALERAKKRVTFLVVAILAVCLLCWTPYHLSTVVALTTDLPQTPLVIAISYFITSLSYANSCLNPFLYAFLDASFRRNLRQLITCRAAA
# V1aR counter = agonists of human V1a receptor, primary screen, counter-screen for OXTR agonist project, fluorescence, CHO-V1R cells; Vasopressin V1a receptor (Homo sapiens), P37288; Fluo-8 calcium fluorescence, agonist mode; 0% DMSO, 100% 3 nM vasopressin; activation, % at 3 µM; 320,000 compounds, 0.25% hits; AID 2797, 2010;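 active = activation above the mean activation of all tested compounds plus 3 SD, per screening run, cut at about 20% in these data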;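 note: signal is peak over basal fluorescence ratio across a 100 second FLIPR read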
# OXTR ag = human OXTR agonists, primary screen, fluorescence, CHO-OTR cells, Fluo-8 calcium. Oxytocin receptor (Homo sapiens), P30559. AID 2435, 2010. 320,000 compounds, 0.32% hits. activation, % at 3 µM. Fluo-8 calcium fluorescence; normalized: DMSO 0%, oxytocin 100%;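 active = activation above the mean of all tested compounds plus 3 SD, cutoff set per screening run, cut at about 20% in these data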;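 note: peak over basal fluorescence ratio from a 100 s FLIPR kinetic read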
# CHO-K1 Ca PAM = nonselective calcium activators in parental CHO-K1 cells, primary screen, counter-screen for M1 PAM project, cell-based, Fluo-8 calcium fluorescence, full deck, 1536-well. ATP EC20; 0% at ATP EC20, 100% at ATP max. activation, % at 3 µM. 360,000 compounds, 0.02% hits;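 active = activation above the run cutoff, the mean activation of all test compounds plus 3 SD, cut at about 40% in these data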;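 note: peak over basal fluorescence ratio in a 140 s read after ATP addition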
# TAAR1 antag = human TAAR1 antagonists, primary screen, Fluo-8 calcium fluorescence, CHO RD-HGA16 cells. AID 624466, 2012. 360,000 compounds, 1.5% hits. inhibition, % at 3 µM. Trace amine-associated receptor 1 (Homo sapiens), Q96RJ0. antagonist;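 active = inhibition above a per-plate cutoff, the mean inhibition of test compounds on that plate plus 3 SD, cut at about 49% in these data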;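 note: 0% = DMSO plus EC80 beta-PEA response and 100% = DMSO alone without agonist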
# Target sequence (Q96RJ0 whole entry, looked up): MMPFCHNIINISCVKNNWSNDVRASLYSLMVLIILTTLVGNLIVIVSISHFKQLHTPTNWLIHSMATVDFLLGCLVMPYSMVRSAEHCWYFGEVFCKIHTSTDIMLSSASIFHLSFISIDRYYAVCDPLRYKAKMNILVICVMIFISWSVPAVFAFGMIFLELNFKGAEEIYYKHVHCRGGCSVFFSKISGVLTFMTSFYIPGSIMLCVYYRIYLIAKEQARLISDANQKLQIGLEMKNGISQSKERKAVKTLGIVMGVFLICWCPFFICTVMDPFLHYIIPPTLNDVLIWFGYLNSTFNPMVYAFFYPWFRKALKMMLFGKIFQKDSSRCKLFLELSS
#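 test system = CHO RD-HGA16 cells bearing hTAAR1 | replication = singlicate | controls = DMSO-only wells and EC80 β-PEA-stimulated wells | reagent = EC80 β-phenethylamine stimulus | read-out basis = percent inhibition of PEA-evoked calcium signal, max/basal emission ratio | schedule = seeding 17-24 h prior, 75-min 37 °C, 30-min RT dye loading | signal = kinetic Fluo-8 calcium fluorescence measurement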
# Numbers without * were called inactive; / = not tested or not shown.
1: O=C(COC(=O)c1cc([N+](=O)[O-])ccc1Cl)NCCc1ccccc1
2: Cc1ccccc1-n1nc(C(=O)O)c(C)c(C#N)c1=O
3: Nc1[nH]c(C(=O)c2ccccc2)c(-c2ccc(Cl)cc2)c1C(=O)NCc1ccccc1
4: CC(C)(C)C(=O)Nc1ccc(Cc2ccncc2)cc1
5: CCOc1cc(/C=N/NC(=O)C(=O)NC)cc(Br)c1O
6: CCC1(C)Cc2c(sc3[nH]c(=O)[nH]c(=O)c23)CS1 (stereo unspecified)
7: COc1ccccc1C(=O)Nc1ccc2c(c1)nc1n2CCN(C2CCCCC2)C1
8: COc1cc2cc(C(c3nnnn3C3CCCC3)N(C)C3CCCCC3)c(=O)[nH]c2cc1OC (stereo unspecified)

compound no.	1	2	3	4	5	6	7	8
OXTR potentiate	-3	-6	/	-10	-4	-15	-3	-3
CHO-K1 Ca ag	0.7	-0.3	-0.4	0.8	0.4	0.6	0.1	0.2
CHO-K1 Ca antag	-16	1	15	-6	-9	-5	9	-7
CHO parental Ca	-6	2	/	2	1	-3	10	-6
GPR7 antagonist	/	-5	/	-8	-4	1	6	5
V1aR counter	2.1	0.6	/	1.7	0.3	0.2	-0.2	1.4
OXTR ag	-1.4	-0.7	/	0.2	-2.3	-0.5	-0.6	0.0
CHO-K1 Ca PAM	5	-1	1	18	25	14	5	14
TAAR1 antag	3	0	3	-6	28	-4	-6	-11

9: CCc1ccc2c(c1)C1(SC(NC(C)=O)=NN1C(C)=O)C(=O)N2C(C)C (stereo unspecified)
10: CC(C)CC(=O)Nc1ccc(C(=O)CN2CCC(C)CC2)cc1
11: COc1ccc(CN(C(=O)c2nsc(Cl)c2Cl)C(C(=O)NC2CCCCC2)c2ccc(OC)cc2)cc1 (stereo unspecified)
12: Cc1ccc(C(=O)NCCCNc2ccccc2[N+](=O)[O-])cc1
13: COc1ccc(NC(=O)C(c2ccc(C)cc2)N(C)C(=O)c2cnccn2)cc1 (stereo unspecified)
14: COC1OC2COC(c3ccccc3)OC2C(O)C1N (stereo unspecified)
15: O=C(Nc1cccc(Cl)c1)C1C2CCC3C(CCC21)C3(Cl)Cl (stereo unspecified)
16: Cc1cccc(NC(=O)CSCC(=O)N=c2sccn2C)c1

compound no.	9	10	11	12	13	14	15	16
OXTR potentiate	-6	-9	-8	3	-6	/	-6	0
CHO-K1 Ca ag	0.9	0.7	0.7	0.2	0.7	-0.4	0.4	0.0
CHO-K1 Ca antag	-21	-20	-31	-15	2	12	10	5
CHO parental Ca	-8	-6	-19	-24	-7	/	-16	12
GPR7 antagonist	-1	-7	-21	1	-7	/	42*	/
V1aR counter	-0.7	0.8	2.4	-1.2	0.7	/	-1.1	0.8
OXTR ag	1.4	-0.1	0.7	-1.9	0.0	/	-1.2	0.1
CHO-K1 Ca PAM	7	19	10	5	-3	-12	-5	-22
TAAR1 antag	-8	-2	-6	5	3	-6	14	-36

17: O=C(NCC(=O)N(Cc1ccc(F)cc1)C(C(=O)NC1CCCC1)c1ccco1)c1ccco1 (stereo unspecified)
18: Cc1noc(C)c1C(=O)OCC(=O)N(C)C1CCS(=O)(=O)C1 (stereo unspecified)
19: CC(CCc1ccccc1)NC(=O)/C=C/c1ccc(Cl)cc1 (stereo unspecified)
20: CC(=O)N(CCc1ccccc1C)Cc1cc2cc(C)ccc2[nH]c1=O
21: O=C(c1cccnc1)n1nc(NCc2ccccc2)nc1NCc1ccccc1
22: CC(=O)c1c(C)[nH]c(C(=O)COC(=O)CNS(=O)(=O)c2ccccc2)c1C
23: COC(=O)c1ccc(C(=O)OC)c(NC(=O)CSc2n[nH]c(N)n2)c1
24: CCN(CC)S(=O)(=O)c1ccc(S(=O)(=O)N2CCC(C(=O)NC3CCN(Cc4ccccc4)CC3)CC2)cc1

compound no.	17	18	19	20	21	22	23	24
OXTR potentiate	-9	0	-4	/	-7	-3	-2	0
CHO-K1 Ca ag	2.4	0.5	5.9	0.1	0.2	1.1	-0.2	8.7
CHO-K1 Ca antag	-9	-20	-6	-6	-4	18	-9	-2
CHO parental Ca	-16	-8	-10	/	-17	-4	-8	7
GPR7 antagonist	0	-1	-4	7	-16	-12	/	-3
V1aR counter	-0.5	1.6	2.9	/	-0.8	2.4	0.2	1.8
OXTR ag	5.6	1.4	-1.3	/	-2.2	1.5	0.1	1.3
CHO-K1 Ca PAM	18	13	12	9	-2	-7	8	17
TAAR1 antag	1	-17	-7	-25	-39	0	-28	/

25: O=C(CSc1nnc(-c2ccncc2)n1Cc1ccco1)N1c2ccccc2Sc2ccc(Cl)cc21
26: CSc1nnc(C(C)c2ncc(C(F)(F)F)cc2Cl)n1C (stereo unspecified)
27: COc1cc(/C=C/C(=O)OCC(=O)NC(=O)C2COc3ccccc3O2)ccc1OC(F)F (stereo unspecified)
28: COC(=O)[C@]1(C)N[C@H](CN(C)C(=O)Nc2ccc(C)cc2)[C@@H]2C(=O)N(C)C(=O)[C@@H]21
29: CC(Sc1nnc(-c2ccco2)n1-c1ccccc1)C(=O)NCC1CCCO1 (stereo unspecified)
30: COc1ccc(C(O)c2nc(-c3ccncc3)cs2)cc1 (stereo unspecified)
31: Fc1ccccc1-c1nc(NCC2CC2)nc2ccsc12
32: COc1ccc(NC(=S)NCc2ccc(F)cc2)c(OC)c1

compound no.	25	26	27	28	29	30	31	32
OXTR potentiate	-17	-2	-6	-6	-4	/	/	-9
CHO-K1 Ca ag	0.4	1.2	1.3	-0.1	0.4	8.1	0.7	0.5
CHO-K1 Ca antag	15	-11	-15	-7	-5	1	-11	-11
CHO parental Ca	-12	-3	-21	-3	-9	/	/	-5
GPR7 antagonist	-13	3	/	/	/	/	/	-3
V1aR counter	0.4	2.1	0.5	0.9	12	/	/	0.6
OXTR ag	-0.2	-0.5	2.5	0.4	-0.1	/	/	0.2
CHO-K1 Ca PAM	-8	10	17	5	10	14	13	-7
TAAR1 antag	10	-1	9	-15	-10	-26	41	13

33: Cc1cc(C)c(S(=O)(=O)Nc2ccc(C(N)=O)cc2)c(C)c1
34: CC(NCCO)C(=O)C12CC3CC(CC(C3)C1)C2 (stereo unspecified)
35: Cc1c(Cl)cccc1NC(=S)NCc1ccccc1
36: Cc1nn(CC(=O)NC2CC2)c(C)c1S(=O)(=O)N(C)C
37: CCCn1c(=S)[nH]c2cc(C(=O)N3CCN(C(=O)OCC)CC3)ccc2c1=O
38: CCOC(=O)c1[nH]c(C)c(C(=O)Nc2ccccc2C)c1C
39: Cc1cc(NC(=O)CN2CCN(S(=O)(=O)c3ccc(Cl)cc3)CC2)no1
40: C=CCNC(=S)NNC(=O)c1cccn(Cc2cccc(Cl)c2)c1=O

compound no.	33	34	35	36	37	38	39	40
OXTR potentiate	-17	-18	-9	/	-6	-11	-1	-3
CHO-K1 Ca ag	-0.1	-0.2	2.6	0.2	0.3	0.5	-0.3	-0.3
CHO-K1 Ca antag	1	15	0	-5	-4	-10	-18	-3
CHO parental Ca	-1	4	-8	/	-19	-6	-10	-10
GPR7 antagonist	-4	-20	2	/	-14	3	8	-3
V1aR counter	1.8	0.5	4.7	/	-0.5	0.2	0.2	0.4
OXTR ag	1.5	0.8	2.4	/	-1.6	0.3	-0.1	0.4
CHO-K1 Ca PAM	0	-6	11	1	0	16	1	9
TAAR1 antag	-6	7	-1	-3	-1	-1	15	12

41: Cc1cc(C(=O)N/N=C/c2ccc(-c3cccc(Cl)c3Cl)o2)n[nH]1
42: CCOc1ccccc1NC(=O)C(c1ccccc1)N1CCN(CC(=O)N2CCOCC2)CC1 (stereo unspecified)
43: Cn1cccc1-c1nc2ccccc2n1Cc1ccccc1
44: Fc1ccc(CSc2nnc(-c3cc4c(s3)-c3ccccc3CC4)o2)cc1
45: CC1=NC(=O)C(N=Nc2cccc(O)c2)N1c1ccccc1 (stereo unspecified)
46: c1cc2c3c(cccc3c1)C(N1CCCCC1)=N2
47: COc1cc2nc(CN(C)Cc3ccc(SC)cc3)[nH]c(=O)c2cc1OC
48: CN(C)C(=S)Nc1ccc2c(c1)OCO2

compound no.	41	42	43	44	45	46	47	48
OXTR potentiate	4	-7	-13	-5	-3	-4	2	-5
CHO-K1 Ca ag	1.4	0.2	-0.6	0.2	0.2	0.5	14	-0.1
CHO-K1 Ca antag	-5	-3	-4	-2	-9	-4	-4	-4
CHO parental Ca	-1	-18	-25	-7	-7	-19	-20	-7
GPR7 antagonist	-9	/	-17	-3	-9	1	-5	3
V1aR counter	-0.8	0.5	-1.0	0.9	1.4	0.6	-0.7	2.2
OXTR ag	-0.6	-1.1	-2.5	0.1	-1.0	-0.8	-1.1	0.1
CHO-K1 Ca PAM	23	-1	22	-5	2	18	8	-8
TAAR1 antag	-16	2	3	4	24	/	4	0

49: Cc1noc(C)c1S(=O)(=O)N(C)C[C@H]1Oc2ccc(NC(=O)C3CC3)cc2C(=O)N([C@H](C)CO)C[C@@H]1C
50: Cc1cn([C@H]2C[C@H](O)[C@@H](CNCc3cccn3-c3ccncc3)O2)c(=O)[nH]c1=O
51: CC(Cc1ccccn1)NC(=O)CCc1nnc(C2CCCCC2)o1 (stereo unspecified)
52: CCCS(=O)(=O)Nc1cccc(-c2cn3c(n2)SCC3)c1
53: CCc1ccc2nc(/N=C(\N)NC(=O)c3ccccc3)nc(C)c2c1
54: C/C(N)=C(/C#N)C(=O)COC(=O)c1ccc(C#N)cc1

compound no.	49	50	51	52	53	54
OXTR potentiate	0	/	4	-3	-8	-9
CHO-K1 Ca ag	0.2	0.1	-0.4	0.2	0.2	-0.1
CHO-K1 Ca antag	-14	1	0	-10	-4	2
CHO parental Ca	5	/	-3	-2	-26	-3
GPR7 antagonist	/	/	-11	-7	-7	-5
V1aR counter	3.1	/	1.4	-0.3	-0.3	-0.8
OXTR ag	2.0	/	0.1	0.1	0.5	1.2
CHO-K1 Ca PAM	-1	6	13	-1	1	-5
TAAR1 antag	-4	9	8	-12	-1	-9

# In a second layout: entries from further up
item	Structure	OXTR potentiate	CHO-K1 Ca ag	CHO-K1 Ca antag	CHO parental Ca	GPR7 antagonist	V1aR counter	OXTR ag	CHO-K1 Ca PAM	TAAR1 antag
50	Cc1cn([C@H]2C[C@H](O)[C@@H](CNCc3cccn3-c3ccncc3)O2)c(=O)[nH]c1=O	/	0.1	1	/	/	/	/	6	9
51	CC(Cc1ccccn1)NC(=O)CCc1nnc(C2CCCCC2)o1 (stereo unspecified)	4	-0.4	0	-3	-11	1.4	0.1	13	8
